GRK2 inh = human GRK2 inhibition via aptamer displacement. P25098. bead flow cytometry, FAM-aptamer displacement from GRK2. inhibition of aptamer binding, % at 10 µM. actives 0.59% (n = 330,000);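 active means inhibition of aptamer binding above 40%, roughly 3 SD of noise, on plates passing a quality check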;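 further: median bead fluorescence of bound FAM aptamer so fluorescent compounds give negative values; no value below 0 was filed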
Target sequence (P25098 whole entry, looked up): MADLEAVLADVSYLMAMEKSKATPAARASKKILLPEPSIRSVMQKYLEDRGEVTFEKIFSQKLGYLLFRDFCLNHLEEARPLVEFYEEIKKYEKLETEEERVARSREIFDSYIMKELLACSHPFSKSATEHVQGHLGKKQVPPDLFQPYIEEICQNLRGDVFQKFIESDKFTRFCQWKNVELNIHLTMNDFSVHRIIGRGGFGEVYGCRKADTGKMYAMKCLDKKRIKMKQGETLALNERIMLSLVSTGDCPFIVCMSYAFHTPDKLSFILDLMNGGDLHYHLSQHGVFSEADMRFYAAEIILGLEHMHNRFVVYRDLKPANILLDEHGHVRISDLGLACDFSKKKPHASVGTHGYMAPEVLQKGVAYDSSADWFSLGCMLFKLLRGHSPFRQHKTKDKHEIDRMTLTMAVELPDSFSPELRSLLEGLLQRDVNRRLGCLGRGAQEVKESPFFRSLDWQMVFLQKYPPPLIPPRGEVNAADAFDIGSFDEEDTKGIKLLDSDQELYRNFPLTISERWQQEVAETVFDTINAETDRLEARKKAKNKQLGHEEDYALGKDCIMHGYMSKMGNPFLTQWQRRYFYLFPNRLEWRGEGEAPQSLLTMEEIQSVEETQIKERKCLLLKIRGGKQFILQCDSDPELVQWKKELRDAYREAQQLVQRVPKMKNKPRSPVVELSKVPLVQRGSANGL
AGP1-GFP MLPCN = alters AGP1-GFP fluorescence in TOR pathway yeast screen; GFP response vs DMSO, % at 10 µM; S. cerevisiae AGP1-GFP multiplex flow cytometry, 3 h; GFP as percent of DMSO wells; actives 0.02% (n = 320,000);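 active means GFP response relative to DMSO above a set limit, near screen average plus 3 SD, cut at about 150% in these data; inconclusive means fewer than 70 cells counted for the yeast strain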;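 further: median GFP channel fluorescence of the gated AGP1 strain per well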
MEP2-GFP yeast = modulators of TOR pathway MEP2-GFP in S. cerevisiae; S. cerevisiae MEP2-GFP strain, flow cytometry GFP, 3 h; 100% = DMSO control level; GFP response vs DMSO, % at 10 µM; actives 0.51% (n = 330,000);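 active means GFP response versus DMSO above a set limit, roughly screen mean plus 3 SD, cut at about 180% in these data; inconclusive means fewer than 70 cells counted for a yeast strain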;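 further: median GFP fluorescence of the barcode-gated MEP2-GFP cells per well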
RPL19A-GFP yeast = yeast TOR pathway RPL19A-GFP modulation. percent response vs DMSO, % at 10 µM. S. cerevisiae RPL19A-GFP strain, flow cytometry, 3 h; stronger effect = lower value. actives 0.3% (n = 330,000);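 active means percent response vs DMSO below 50%; inconclusive means fewer than 70 events counted for the yeast strain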;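 further: median channel GFP fluorescence of the barcoded RPL19A-GFP strain; ratio of sample median GFP to plate DMSO average so 100% = DMSO; lower means less RPL19A-GFP as with rapamycin TOR inhibition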
LAP4-GFP MLPCN = yeast TOR pathway LAP4-GFP modulation; S. cerevisiae LAP4-GFP multiplex, flow cytometry GFP, 3 h; median GFP as percent of DMSO wells; GFP response vs DMSO, % at 10 µM; actives 0.34% (n = 320,000); AID 2023;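 active means GFP response vs DMSO above a set limit, about the screen mean plus 3 SD, cut at about 150% in these data; inconclusive means under 70 cell events counted for the yeast strain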
VLA-4 inh = inhibition in a human VLA-4 binding assay | VLA-4 expressing cells, ligand binding flow cytometry | inhibition, % (about 7 µM as worked out from the volumes in the protocol) | actives 0.2% (n = 330,000); in the data active means inhibition above about 50%
CR mimetic SO = lowers age-related superoxide in aged yeast cells; S. cerevisiae aged cells, superoxide DHE fluorescence; stronger effect = lower value; superoxide response (% of plate mean), % at 10 µM; actives 0.18% (n = 330,000);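 active means superoxide response under a set limit, about three screen SD below normal, cut at about 65% in these data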;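 further: yeast aged for seven days with compound at 30 °C before DHE staining; 100% = average MFI of all compound-treated wells on the plate with controls excluded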
CIT2-GFP yeast = modulators of TOR pathway CIT2-GFP in S. cerevisiae. GFP response vs DMSO, % at 10 µM. AID 2029. S. cerevisiae CIT2-GFP strain, flow cytometry, 3 h; 100 means same as DMSO wells. actives 0.065% (n = 320,000);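 active means GFP response relative to DMSO above a set limit, near the screen mean plus 3 SD, cut at about 150% in these data; inconclusive means Fewer than 70 cells measured for a yeast strain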;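 further: ratio of well median GFP fluorescence to mean of DMSO wells on the plate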
Starred values were filed as active, the others as inactive; [ ] = remark or other dose. Rows are unselected. Share with any hit: about 1.7%.

CCC(C)c1ccccc1NC(=O)COC(=O)c1ccc(C)c(NC(=O)c2ccco2)c1 (stereo not drawn) was read as GRK2 inh 3, AGP1-GFP MLPCN 108, MEP2-GFP yeast 96, RPL19A-GFP yeast 101, LAP4-GFP MLPCN 101, VLA-4 inh 3, CR mimetic SO 97 and CIT2-GFP yeast 107.
CCC(CC)C(=O)Nc1c2c(nn1-c1ccc(F)cc1)CS(=O)(=O)C2 was read as GRK2 inh 3, AGP1-GFP MLPCN 93, MEP2-GFP yeast 126, RPL19A-GFP yeast 99, LAP4-GFP MLPCN 99, VLA-4 inh 10, CR mimetic SO 97 and CIT2-GFP yeast 114.
For Cc1onc(-c2ccccc2)c1C(=O)NCC1CCCO1 (stereo not drawn) the results were GRK2 inh 91*, AGP1-GFP MLPCN 109, MEP2-GFP yeast 115, RPL19A-GFP yeast 105, LAP4-GFP MLPCN 123, VLA-4 inh 3, CR mimetic SO 92 and CIT2-GFP yeast 97.
Screening Oc1ccc(/C=N/NC(=S)NCCN2CCOCC2)c(O)c1 returned GRK2 inh 2, AGP1-GFP MLPCN 104, MEP2-GFP yeast 100, RPL19A-GFP yeast 101, LAP4-GFP MLPCN 93, VLA-4 inh -6, CR mimetic SO 107 and CIT2-GFP yeast 96.
`Cc1cc(=O)n2c3ccccc3n(CC(O)CN3CCN(CCO)CC3)c2c1C#N` (stereo not drawn) gave GRK2 inh 0, AGP1-GFP MLPCN 109, MEP2-GFP yeast 101, RPL19A-GFP yeast 100, LAP4-GFP MLPCN 108, VLA-4 inh 1, CR mimetic SO 115 and CIT2-GFP yeast 101.
`COc1ccc(CC(=O)OCC(=O)Nc2ncc(Cl)cc2Cl)cc1OC` gave GRK2 inh 3, AGP1-GFP MLPCN 91, MEP2-GFP yeast 93, RPL19A-GFP yeast 94, LAP4-GFP MLPCN 94, VLA-4 inh 19, CR mimetic SO 104 and CIT2-GFP yeast 88.
N#Cc1ccccc1COC(=O)CCCC1=NS(=O)(=O)c2ccccc2N1 was read as GRK2 inh 3, AGP1-GFP MLPCN 101, MEP2-GFP yeast 112, RPL19A-GFP yeast 98, LAP4-GFP MLPCN 98, VLA-4 inh -2, CR mimetic SO 99 and CIT2-GFP yeast 99.
`COc1cc(-c2noc(-c3ccccc3C(=O)NCc3ccco3)n2)cc(OC)c1OC` gave GRK2 inh 0, AGP1-GFP MLPCN 104, MEP2-GFP yeast 94, RPL19A-GFP yeast 100, LAP4-GFP MLPCN 98, VLA-4 inh 10, CR mimetic SO 97 and CIT2-GFP yeast 106.
CCN(CC)CC(=O)Nc1sc(C)cc1C(=O)c1ccccc1 was read as GRK2 inh 0, AGP1-GFP MLPCN 108, MEP2-GFP yeast 101, RPL19A-GFP yeast 103, LAP4-GFP MLPCN 103, VLA-4 inh -12, CR mimetic SO 89 and CIT2-GFP yeast 107.
Cc1ccc(N2C(=O)C3ON(c4ccccc4)C(CC(C)C)C3C2=O)cc1 (stereo not drawn) was read as GRK2 inh 3, AGP1-GFP MLPCN 112, MEP2-GFP yeast 96, RPL19A-GFP yeast 100, LAP4-GFP MLPCN 124, VLA-4 inh -6, CR mimetic SO inactive and CIT2-GFP yeast 100.
Screening CCCCN1C(=S)NC[C@@H]1c1ccccc1 returned GRK2 inh 0, AGP1-GFP MLPCN 78, MEP2-GFP yeast 95, RPL19A-GFP yeast 95, LAP4-GFP MLPCN 121, VLA-4 inh 9, CR mimetic SO 98 and CIT2-GFP yeast 69.
Screening Cc1ccc(C(c2nnnn2CS(=O)(=O)c2ccc(C)cc2)N2CCC(C)CC2)cc1 (stereo not drawn) returned GRK2 inh 1, AGP1-GFP MLPCN 91, MEP2-GFP yeast 88, RPL19A-GFP yeast 91, LAP4-GFP MLPCN 94, VLA-4 inh 6, CR mimetic SO 98 and CIT2-GFP yeast 99.
Screening C=CCn1c(/N=C/c2ccc(N(C)C)cc2)nc2ccccc21 returned GRK2 inh 0, AGP1-GFP MLPCN 103, MEP2-GFP yeast 98, RPL19A-GFP yeast 97, LAP4-GFP MLPCN 107, VLA-4 inh 16, CR mimetic SO 110 and CIT2-GFP yeast 102.
O=C(COC(=O)/C=C/c1ccccc1)NCC1CCCO1 (stereo not drawn) was read as GRK2 inh 0, AGP1-GFP MLPCN 107, MEP2-GFP yeast 97, RPL19A-GFP yeast 102, LAP4-GFP MLPCN 104, VLA-4 inh -7, CR mimetic SO 99 and CIT2-GFP yeast 96.
For COc1ccc2oc(C(=O)N3CCN(c4ncccn4)CC3)c(C)c2c1 the results were GRK2 inh 0, AGP1-GFP MLPCN 87, MEP2-GFP yeast 104, RPL19A-GFP yeast 123, LAP4-GFP MLPCN 67, VLA-4 inh -2 and CR mimetic SO 105.
O=c1cc(Nc2cccc(Br)c2)[nH]c(=O)[nH]1 was read as GRK2 inh 0, AGP1-GFP MLPCN 104, MEP2-GFP yeast 107, RPL19A-GFP yeast 103, LAP4-GFP MLPCN 99, VLA-4 inh 7 and CR mimetic SO 107.
Screening COCCCNC(=O)Cn1cc(C(=O)c2cccs2)c2ccccc21 returned GRK2 inh 1, AGP1-GFP MLPCN 102, MEP2-GFP yeast 104, RPL19A-GFP yeast 99, LAP4-GFP MLPCN 99, VLA-4 inh 15, CR mimetic SO 95 and CIT2-GFP yeast 103.
CCC(C)(C)N=C(NC#N)Nc1cccnc1 was read as GRK2 inh 0, AGP1-GFP MLPCN 84, MEP2-GFP yeast 85, RPL19A-GFP yeast 94, LAP4-GFP MLPCN 99, VLA-4 inh -18, CR mimetic SO 101 and CIT2-GFP yeast 105.
For O=C(Nc1cc(Sc2ccccn2)cc([N+](=O)[O-])c1)c1cccc(F)c1 the results were GRK2 inh 0, AGP1-GFP MLPCN 95, MEP2-GFP yeast 104, RPL19A-GFP yeast 103, LAP4-GFP MLPCN 106, VLA-4 inh 6, CR mimetic SO 108 and CIT2-GFP yeast 94.
For O=C(NCCc1ccccc1)C1c2ccccc2C(=O)N1C1CC1 (stereo not drawn) the results were GRK2 inh 0, AGP1-GFP MLPCN 109, MEP2-GFP yeast 103, RPL19A-GFP yeast 108, LAP4-GFP MLPCN 101, VLA-4 inh -1 and CR mimetic SO 69.
For CCNC(=S)N(Cc1cc2cc(C)ccc2[nH]c1=O)C1CCCC1 the results were GRK2 inh 0, AGP1-GFP MLPCN 99, MEP2-GFP yeast 84, RPL19A-GFP yeast 103, LAP4-GFP MLPCN 85, VLA-4 inh 12, CR mimetic SO 101 and CIT2-GFP yeast 115.
Screening N#C/C(=C\c1ccc(OCC(N)=O)cc1)S(=O)(=O)c1ccccc1 returned GRK2 inh 1, AGP1-GFP MLPCN 101, MEP2-GFP yeast 100, RPL19A-GFP yeast 105, LAP4-GFP MLPCN 101, VLA-4 inh 5, CR mimetic SO 140 and CIT2-GFP yeast 83.
Screening CC(C)C[C@H](NC(=O)OC(C)(C)C)c1n[nH]c(=S)n1N returned GRK2 inh 0, AGP1-GFP MLPCN 101, MEP2-GFP yeast 104, RPL19A-GFP yeast 104, LAP4-GFP MLPCN 100, VLA-4 inh 3, CR mimetic SO 111 and CIT2-GFP yeast 100.
Screening CC(C)(C)NC(=O)C(c1ccc(F)cc1)N(Cc1ccco1)C(=O)CCC(=O)Nc1ccccn1 (stereo not drawn) returned GRK2 inh 0, AGP1-GFP MLPCN 96, MEP2-GFP yeast 106, RPL19A-GFP yeast 97, LAP4-GFP MLPCN 97, VLA-4 inh 15, CR mimetic SO 108 and CIT2-GFP yeast 98.
For Cc1ccccc1NC(=O)CCS(=O)(=O)c1cccc2nonc12 the results were GRK2 inh 0, AGP1-GFP MLPCN 109, MEP2-GFP yeast 99, RPL19A-GFP yeast 104, LAP4-GFP MLPCN 101, VLA-4 inh 2, CR mimetic SO 117 and CIT2-GFP yeast 105.
COc1ccc(NC(=O)Nc2cccc(OC)c2)cc1 was read as GRK2 inh 0, AGP1-GFP MLPCN 100, MEP2-GFP yeast 103, RPL19A-GFP yeast 97, LAP4-GFP MLPCN 102, VLA-4 inh 23, CR mimetic SO 109 and CIT2-GFP yeast 96.
COc1ccc(CC(=O)NCC2COc3ccccc3O2)cc1 (stereo not drawn) was read as GRK2 inh 2, AGP1-GFP MLPCN 92[may fluoresce red], MEP2-GFP yeast 83[may fluoresce red], RPL19A-GFP yeast inconclusive, LAP4-GFP MLPCN 72[may fluoresce red], VLA-4 inh 5, CR mimetic SO 75 and CIT2-GFP yeast 95[may fluoresce red].
For COc1ccc(CCN2C(=O)c3ccccc3C2(O)c2ncc[nH]2)cc1OC (stereo not drawn) the results were GRK2 inh 7, MEP2-GFP yeast 82, RPL19A-GFP yeast 93, LAP4-GFP MLPCN 80, VLA-4 inh 16, CR mimetic SO 109 and CIT2-GFP yeast 95.
COC(=O)c1ccc(CSc2nc3cc(Cl)ccc3o2)cc1 was read as GRK2 inh 2, AGP1-GFP MLPCN 89, MEP2-GFP yeast 102, RPL19A-GFP yeast 91, LAP4-GFP MLPCN 95, VLA-4 inh -6, CR mimetic SO 111 and CIT2-GFP yeast 93.
`COc1cccc(/C=N/n2nnnc2N)c1O` gave GRK2 inh 14, AGP1-GFP MLPCN 102, MEP2-GFP yeast 100, RPL19A-GFP yeast 98, LAP4-GFP MLPCN 104, VLA-4 inh -4, CR mimetic SO 117 and CIT2-GFP yeast 98.
Screening CCC(NC(=O)OC(C)(C)C)C(=O)Oc1ccc2c3c(c(=O)oc2c1)CCC3 (stereo not drawn) returned GRK2 inh 2, AGP1-GFP MLPCN 111, MEP2-GFP yeast 110, RPL19A-GFP yeast 105, LAP4-GFP MLPCN 102, VLA-4 inh 7, CR mimetic SO 85 and CIT2-GFP yeast 110.
For Cc1ccc(NC(=O)COc2ncnc3sccc23)cc1S(=O)(=O)N(C)C the results were GRK2 inh 3, AGP1-GFP MLPCN 96, MEP2-GFP yeast 102, RPL19A-GFP yeast 96, LAP4-GFP MLPCN 92, VLA-4 inh 20, CR mimetic SO 104 and CIT2-GFP yeast 100.
Screening Cc1nnc(N2C(=O)C(O)=C(C(=O)c3ccco3)C2c2ccc(C(C)C)cc2)s1 (stereo not drawn) returned GRK2 inh 0, AGP1-GFP MLPCN 106, MEP2-GFP yeast 99, RPL19A-GFP yeast 108, LAP4-GFP MLPCN 105, VLA-4 inh 3, CR mimetic SO 100 and CIT2-GFP yeast 100.
CCOC(=O)c1ccc(N2CCN(c3ccccc3F)CC2)c(NC(=O)Nc2ccccc2)c1 was read as GRK2 inh 0, AGP1-GFP MLPCN 105, MEP2-GFP yeast 103, RPL19A-GFP yeast 104, LAP4-GFP MLPCN 98, VLA-4 inh -10, CR mimetic SO 99 and CIT2-GFP yeast 104.
CCN(CC)c1c2c(c(C#N)c3nc4ccccc4n13)CCC2 was read as GRK2 inh 0, AGP1-GFP MLPCN 100, MEP2-GFP yeast 108, RPL19A-GFP yeast 101, LAP4-GFP MLPCN 103, VLA-4 inh 29, CR mimetic SO 100 and CIT2-GFP yeast 102.
CC(C)(C)OC(=O)C[C@H]1C/C=C\C[C@@H](CC(=O)NCCO)C(=O)NC[C@@H](c2ccccc2)OC1=O was read as GRK2 inh 0, AGP1-GFP MLPCN 105, MEP2-GFP yeast 110, RPL19A-GFP yeast 98, LAP4-GFP MLPCN 118, VLA-4 inh 2, CR mimetic SO 85 and CIT2-GFP yeast 98.
Screening CCCOC(=O)CCCC[C@H]1SC[C@@H](NC(=O)OC)[C@H]1NC(=O)OC returned GRK2 inh 4, AGP1-GFP MLPCN 97, MEP2-GFP yeast 98, RPL19A-GFP yeast 95, LAP4-GFP MLPCN 95, VLA-4 inh -4, CR mimetic SO 102 and CIT2-GFP yeast 84.
